Screening data as filed in PubChem.
PKM2 act: PKM2 (human) enzyme activation; AID 1631; purified PKM2, Kinase-Glo ATP luminescence, activation; response scale: 0% is enzyme alone, no compound; Potency, µM (titrated, usually from 57.5 µM), without a hit: at the top dose activation, most hits filed as activators; 0.34% of 260,000 active; also: potency is read from the fitted curve at half-maximal effect; % is scaled to controls: 0 for no effect and ±100 for the full control effect; nearly all actives have a fitted effect of over 55% in size
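ATP formation by purified human PK-M2, quantified via coupled luciferase luminescence after 1 h at room temperature with 0.1 mM ADP and 0.5 mM PEP final.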
Menin-MLL TR inh: menin-MLL binding inhibition, Texas Red mutant peptide. Menin + Texas Red MLL mutant peptide, fluorescence polarization. Potency, µM (highest dose often 61.6 µM), for inactives: at the top dose FP activity change, negative = inhibition, actives largely listed as inhibitors. 0.23% of 270,000 active; active = well fitted inhibition curve with a large enough effect in the polarisation, with a control signal flat, not every such curve was filed as active; inconclusive = small, poorly fitted or top-dose-only effect, or effect the other way, or a change in a side signal; inactive = no such curve, though single readings can be large or run the other way; the % refers to the polarisation; also: potency is read from the fitted curve at half-maximal effect; % of control where 0% means no effect; many of its hits are not listed in these tables
USP2a block: blocks human ubiquitin-specific protease USP2a; AID 463254; O75604; USP2 core, Ub-CHOP2 coupled fluorogenic reporter, 485/531; Potency, µM (top dose mostly 38.3 µM), inactives show top-dose activity change, negative = inhibition, usual class: inhibitors; 0.01% of 330,000 active;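 also: potency is read from the fitted curve at half-maximal effect; plate controls were DMSO wells for no effect and full inhibition by NEM control for full effect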
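Cell-free coupled assay: 10nM USP2 core preincubated 30min RT with compound in Tris-HCl pH 8.0/CaCl2/CHAPS buffer, then 25nM Ub-CHOP2 and 25nM reporter substrate; fluorescence (Ex 485/Em 531) read after 60min RT, normalized to NEM inhibition, concentration-response curves fitted.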
ASM inhibitor: human S-ASM enzyme inhibition; AID 504937; 0.006% of 340,000 active; Potency, µM (highest dose often 57.5 µM), inactives show at the top dose activity change, negative = inhibition, most hits filed as inhibitors; placental ASM, HMU-PC fluorogenic substrate, 60 min; also: potency is read from the fitted curve at half-maximal effect
Target sequence (P17405 47-631 limits assumed): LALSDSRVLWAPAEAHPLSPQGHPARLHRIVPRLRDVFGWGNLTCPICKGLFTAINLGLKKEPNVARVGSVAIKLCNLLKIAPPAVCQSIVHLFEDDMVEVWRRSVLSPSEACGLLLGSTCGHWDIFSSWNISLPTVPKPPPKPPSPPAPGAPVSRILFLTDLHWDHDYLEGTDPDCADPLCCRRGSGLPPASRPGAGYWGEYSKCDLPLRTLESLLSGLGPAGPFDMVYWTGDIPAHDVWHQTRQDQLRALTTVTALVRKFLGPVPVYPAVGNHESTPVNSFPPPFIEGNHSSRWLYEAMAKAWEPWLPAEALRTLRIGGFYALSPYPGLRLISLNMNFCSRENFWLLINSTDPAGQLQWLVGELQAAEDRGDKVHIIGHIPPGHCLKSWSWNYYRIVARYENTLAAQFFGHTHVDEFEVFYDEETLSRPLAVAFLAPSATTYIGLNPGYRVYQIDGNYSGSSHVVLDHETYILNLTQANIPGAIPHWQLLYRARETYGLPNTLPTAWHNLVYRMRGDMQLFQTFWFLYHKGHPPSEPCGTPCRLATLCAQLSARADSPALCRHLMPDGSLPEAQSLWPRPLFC
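qHTS format. ASM enzyme prepared from human placenta hydrolyses the fluorogenic substrate HMU-PC0 (9 uM final) over 60 min at 37 °C after a 10 min compound preincubation.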
GALK inhibitor: inhibitors of human galactokinase; Potency, µM (doses to about 57.5 µM), without a hit: at the top dose activity change, negative = inhibition, hits mostly inhibitors; Purified GALK, Kinase-Glo residual ATP luminescence; AID 1868; 0.007% of 270,000 active; also: potency is read from the fitted curve at half-maximal effect; % is scaled to controls: 0 for no effect and ±100 for the full control effect
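GALK at 5 nM final was combined with compound, 35 uM ATP and 100 uM galactose in HEPES pH8.0 with MgCl2 and DTT. The reaction ran one hour at room temperature before luminescent ATP detection.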
hERG WT inh: KCNH2 (human, wildtype) channel inhibition; AID 720551; U2OS, BacMam KCNH2, thallium flux FluxOr; active compounds read low; Q12809; activity change, % at 1.84 µM; 0.37% of 340,000 active;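 active = maximum activity change below -70%; inconclusive = maximum activity change between -70% and -50%; inactive = maximum activity change above -50%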; also: % is scaled to controls: 0 for no effect and ±100 for the full control effect
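U2OS cells were transduced with wild-type KCNH2 virus (2.03 x 10^8 / mL) for 4 h at room temperature, then cultured overnight at 37 C. Thallium flux was read with FluxOr dye. Rate constants were normalized to DMSO controls.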
Mito fusion act: blocks mitochondrial division or promotes mitochondrial fusion. S. cerevisiae fusion-defective mutant growth rescue, CellTiterGlo 48 h. Potency, µM (top dose mostly 46.1 µM), for inactives: at the highest dose growth rescue (activation), usual class: activators. 0.23% of 320,000 active;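 also: potency is read from the fitted curve at half-maximal effect; % of control where 0% means no effect; nearly all actives have a fitted effect of over 45% in size; temperature-sensitive fusion mutants such as fzo1-1 at 37 °C on non-fermentable ethanol glycerol medium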
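S. cerevisiae fusion-defective temperature-sensitive mutants (e.g. fzo1-1, mgm1-5) grown 48 h at 37C in YPEG (ethanol/glycerol non-fermentable) medium with 23 nl compound per well; growth rescue read as CellTiterGlo luminescence.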
MBNL1-CUG inh: inhibitors of human MBNL1 binding to CUG repeat RNA; TR-FRET MBNL1-His/biotin-(CUG)12 binding, 665/545 ratio; 0.036% of 280,000 active; AID 2675; Potency, µM (highest dose often 57.5 µM), without a hit: at the top dose activity change, negative = inhibition, actives largely listed as inhibitors; active = well fitted inhibition curve with a large enough effect in the signal ratio, with a control signal flat, not every such curve was filed as active; inconclusive = small, poorly fitted or top-dose-only effect, or effect the other way, or a change in a side signal; inactive = no such curve, though single readings can be large or run the other way; the % refers to the signal ratio; also: potency is read from the fitted curve at half-maximal effect; % is scaled to controls: 0 for no effect and ±100 for the full control effect
Target sequence (Q9NR56 whole entry, looked up): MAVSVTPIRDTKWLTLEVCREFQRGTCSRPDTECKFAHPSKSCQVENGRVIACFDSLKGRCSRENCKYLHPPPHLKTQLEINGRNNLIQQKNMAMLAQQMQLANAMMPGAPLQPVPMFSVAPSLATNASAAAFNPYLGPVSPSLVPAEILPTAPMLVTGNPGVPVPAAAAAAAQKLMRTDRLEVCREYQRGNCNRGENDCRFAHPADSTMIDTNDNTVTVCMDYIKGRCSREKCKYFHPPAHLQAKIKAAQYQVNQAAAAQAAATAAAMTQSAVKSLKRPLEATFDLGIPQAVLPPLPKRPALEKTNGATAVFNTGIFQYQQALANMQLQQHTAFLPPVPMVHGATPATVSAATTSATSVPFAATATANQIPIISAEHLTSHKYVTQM
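Ratiometric TR-FRET (665 over 545 nm, excitation 340 nm) tracks disruption of MBNL1-His/biotin-(CUG)12 complex after 60 min at room temperature, with compounds at 92 nM to 58 uM final.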
Eya2 phos inh: blocks the phosphatase activity of human Eya2; O00167; recombinant Eya2, OMFP fluorescence dephosphorylation (OMFP is methylfluorescein phosphate); Potency, µM (titrated, usually from 76.9 µM), for the others: at the highest dose activity, negative = inhibition, hits mostly inhibitors; 0.006% of 330,000 active; AID 488837; also: potency is read from the fitted curve at half-maximal effect; % is scaled to controls: 0 for no effect and ±100 for the full control effect
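Eya2 protein (added as 0.2 uM solution) was preincubated with compound for 10 min at ambient temperature in 50 mM HEPES pH 7.5, 50 mM NaCl, 5 uM MgCl2, 0.05% BSA, 1 mM DTT. OMFP (added at 50 uM) then reacted 10 min; fluorescence read at 485/525 nm.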
BCR signal inh: chronic active BCR signaling inhibition | ABC-DLBCL IkBa-CBG/CBR reporter, luminescence ratio, 4 h | Potency, µM (highest dose often 46.1 µM), inactives show at the highest dose ratio change, negative = lower green/red ratio, hits mostly inhibitors | 0.05% of 340,000 active | AID 493014; active = well fitted inhibition curve with a large enough effect in the signal ratio, with a control signal flat, not every such curve was filed as active; inconclusive = small, poorly fitted or top-dose-only effect, or effect the other way, or a change in a side signal; the % refers to the signal ratio;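 also: potency is read from the fitted curve at half-maximal effect; plate controls were basal doxycycline-induced cells for no effect and cells given 10 µM MG132 for full effect; MG132 reads +100%, hits lower the ratio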
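Doxycycline induced both beetle luciferases in TMD8 lymphoma cells; IKK-driven degradation limits the IkappaBalpha-fused green signal, while red luminescence normalises for cell number and nonspecific effects. Compounds tested up to 46 uM, 4 hrs.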
TSHR antag: human thyrotropin receptor antagonism. TSHR-expressing cells, TSH-stimulated cAMP HTRF, 2 h; active compounds read low. 0.2% of 330,000 active. activity change, negative = inhibition, % at 11.5 µM. P16473. AID 504810;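 active = activity change below a set negative limit, meaning inhibition stronger than a set level, cut at about -70% in these data; inconclusive = activity change between two set negative limits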; also: % is scaled to controls: 0 for no effect and ±100 for the full control effect
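Freshly harvested TSHR cells receive pin-tooled compound, then EC80 TSH at 4nM final. After 2 hours at 37 deg C, antibody in lysis buffer and cAMP-d2 are added; 30 minutes at ambient temperature precede the HTRF read.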
* hit, by the source's call; ? = inconclusive; / = no result given; [ ] = remark or other dose. Unless noted, calls follow the shape of the dose curve; as a rule, active = well fitted curve in the direction sought with a large enough effect; inconclusive = small, poorly fitted or top-dose-only effect, or another doubt; inactive = no such curve, though single readings can be large; an effect the other way counts as inactive or inconclusive. An excerpt (hit frequency here may not be typical).

SMILES	PKM2 act	Menin-MLL TR inh	USP2a block	ASM inhibitor	GALK inhibitor	hERG WT inh	Mito fusion act	MBNL1-CUG inh	Eya2 phos inh	BCR signal inh	TSHR antag
O=C(/C=C/c1ccccc1)N(Cc1cccs1)C1CCS(=O)(=O)C1 (configuration not stated)	-12%	/	-3%	-1%	5%	-31	-3%	-5%	3%	0%	16
COC(=O)C1=C(C)Nc2sc(C(N)=O)c(N)c2C1c1ccncc1 (configuration not stated)	-2%	-24%	1%	427%[activator]	/	/	/	34%[activator][11.5 µM]	6%	-9%	12
CCc1cc([N+](=O)[O-])cc(CC)c1N	4%	6%	4%	-1%	-2%	-5	0%	?	1%	?	-2
COc1ccc(NC(=O)N(C)C[C@H]2Oc3c(NS(=O)(=O)c4ccc(OC)cc4)cccc3C(=O)N([C@H](C)CO)C[C@@H]2C)cc1	/	/	1%	-11%	/	-7	/	/	12%	0%	2
CCCCN(C)CCn1c(=S)[nH]c2cc(OCC)c(OCC)cc2c1=O	-5%	-16%	-9%	-1%	0%	5	-9%	-15%	-3%	?	11
CCC(=O)NC(Cc1ccccc1)c1nc2ccccc2[nH]1 (configuration not stated)	0%	-2%	4%	2%	0%	3	-2%	-5%	0%	2%	-11
CCOc1c(C=C(C#N)C#N)c2ccccc2n1CC	12%	?	0%	-17%	/	-1	4%	2%	5%	5%	-10
Cc1cccc(/C=N\NC(=O)c2sccc2-n2cccc2)c1	7%	-1%	0%	-3%	-1%	-12	-5%	8%	-8%	?	-2
CCCCN=C(N)/C(C(=O)OCC)=C(\O)c1ccc(OC)cc1	0%	-10%	-1%	-2%	2%	7	-2%	-7%	-12%	-12%	8
CSc1ccc(CCNS(=O)(=O)c2csc(C(N)=O)c2)cc1	/	/	3%	2%	-4%	-6	2%	-4%	-2%	-1%	-1

Part of the list above, bar-delimited.
smiles | PKM2 act | Menin-MLL TR inh | USP2a block | ASM inhibitor | GALK inhibitor | hERG WT inh | Mito fusion act | MBNL1-CUG inh | Eya2 phos inh | BCR signal inh | TSHR antag
CCOc1c(C=C(C#N)C#N)c2ccccc2n1CC | 12% | ? | 0% | -17% | / | -1 | 4% | 2% | 5% | 5% | -10
CCCCN=C(N)/C(C(=O)OCC)=C(\O)c1ccc(OC)cc1 | 0% | -10% | -1% | -2% | 2% | 7 | -2% | -7% | -12% | -12% | 8

Compounds shown so far with an NH in an aromatic ring, in the order listed:
SMILES	PKM2 act	Menin-MLL TR inh	USP2a block	ASM inhibitor	GALK inhibitor	hERG WT inh	Mito fusion act	MBNL1-CUG inh	Eya2 phos inh	BCR signal inh	TSHR antag
CCCCN(C)CCn1c(=S)[nH]c2cc(OCC)c(OCC)cc2c1=O	-5%	-16%	-9%	-1%	0%	5	-9%	-15%	-3%	?	11
CCC(=O)NC(Cc1ccccc1)c1nc2ccccc2[nH]1 (configuration not stated)	0%	-2%	4%	2%	0%	3	-2%	-5%	0%	2%	-11

More structures follow:
SMILES	PKM2 act	Menin-MLL TR inh	USP2a block	ASM inhibitor	GALK inhibitor	hERG WT inh	Mito fusion act	MBNL1-CUG inh	Eya2 phos inh	BCR signal inh	TSHR antag
Cc1ccc(N2CCN(S(=O)(=O)c3c(C)noc3C)CC2C)cc1 (configuration not stated)	/	-5%	-1%	-3%	1%	-1	33%	2%	11%	2%	-10
Cc1cccc(C)c1NC(=O)CSc1nc(-c2ccco2)cc(C(F)(F)F)n1	-15%	2%	6%	-1%	1%	9	4%	-12%	-1%	5%	8
Cc1ccc(CONC(=O)c2ccc(OC(F)F)cc2)cc1	0%	-24%	3%	0%	0%	1	-3%	/	4%	1%	-1
Cc1noc(C)c1NC(=O)N(C)C[C@H]1Oc2ccc(NC(=O)NC(C)C)cc2C(=O)N([C@H](C)CO)C[C@@H]1C	/	/	3%	1%	/	7	/	/	-14%	1%	13
Cc1nn(-c2ccccc2)c(C)c1C(=O)OCc1ccc(C#N)cc1	/	-11%	-7%	-4%	/	10	?	1%	?	-7%	-14
C=CCOC(=O)Nc1c(C(=O)OC)[nH]c2ccccc12	2%	24%	-2%	-2%	0%	-8	2%	7%	-14%	-1%	8
CC(=O)Nc1cccc(NC(=O)CCNC(=O)c2ccccc2)c1	/	1%	1%	1%	-6%	-6	-7%	0%	0%	-7%	11
CCOC(=O)C1(CCCc2ccccc2)CCN(C(=O)CCc2cnn(C)c2)CC1	-5%	-14%	-1%	-2%	3%	-3	6%	-6%	-11%	-1%	-4
Cc1cc(C)n2ncc(C(=O)NC3CCCCC3)c2n1	0%	0%	0%	-2%	-2%	-14	15%	-2%	-8%	?	-9
COc1cccc(C(=O)Nc2ccc3c(c2)C(=O)N(CC2CCCO2)C3=O)c1 (configuration not stated)	-13%	/	-3%	1%	-3%	-1	-4%	?	-10%	?	-11
Cc1cc(=O)oc2c1c(C)nn2-c1ccc(Cl)cc1	1%	-27%	0%	2%	-2%	-7	4%	-1%	7%	5%	-9
COc1ccc(C(=O)Nc2ccccc2)cc1S(=O)(=O)NCc1ccco1	/	2%	0%	4%	0%	-1	3%	1%	?	7%	-3
O=C(Nc1ccc(Cl)cc1)C(c1ccccc1)N1CCOCC1 (configuration not stated)	12%	-22%	-1%	-2%	11%	/	13%	-1%	14%	-2%	4
COC(=O)C1=C(C)OC(N)=C(C#N)C1c1cccnc1 (configuration not stated)	-1%	/	1%	5%	-2%	12	-2%	4%	5%	-22%	-2
CC(C)N(Cc1ccccc1)C(=O)COC(=O)CCC(=O)c1ccc(F)cc1	/	/	-1%	0%	/	-1	3%	/	4%	-3%	-20
Cc1ccc(CNC(=O)c2cn(C)c(=O)c3c2c2ccccc2n3C)o1	?	-12%	4%	1%	-3%	-6	2%	14%	3%	-8%	0
COC(=O)c1c(C)oc2ccc(N(C(=O)c3ccncc3)S(=O)(=O)c3ccc4ccccc4c3)cc12	-5%	-3%	-10%	-2%	-2%	11	?	?	-9%	?	-36
CN(C)CCN(C(=O)CN1C(=O)c2ccccc2C1=O)c1nc2cc3c(cc2s1)OCCO3	/	/	-4%	-3%	/	8	-2%	/	11%	-3%	3
O=C(CN1C(=O)S/C(=C\c2ccc(Cl)cc2)C1=O)NNC(=O)c1ccccc1O	-1%	?	4%	-1%	1%	-27	3%	/	9%	8%	-10
CCCCCCCC(=O)N/N=C/c1ccco1	-5%	-16%	2%	-4%	/	-15	-1%	5%	-16%	?	2
Cc1ccc(N2CC(c3nc4ccccc4n3C)CC2=O)cc1C (configuration not stated)	1%	-24%	0%	4%	1%	8	-3%	-4%	-8%	0%	14
CN1CCN(Cc2c(O)ccc3c(=O)c(Oc4ccccc4Cl)c(C(F)(F)F)oc23)CC1	9%	0%	?	1%	2%	-8	-4%	11%	-3%	17%	-6
CC1(C)CC(NC(=O)C(c2ccccc2)c2ccccc2)CC(C)(C)N1	2%	0%	1%	4%	3%	4	-1%	-6%	-2%	-1%	11
O=C(CC(C(=O)O)c1ccc(Cl)cc1)c1ccccc1 (configuration not stated)	3%	7%	-1%	4%	1%	-5	-3%	/	-23%	6%	5
CCN(CC(=O)Nc1c(F)cccc1F)C(=O)CCSc1ccc(C)cc1	/	/	-1%	-2%	/	0	5%	/	-2%	?	20
Cc1ccc(NC(=O)CN2C(=O)S/C(=C\c3ccc(C(=O)O)cc3)C2=O)cc1	-26%	/	1%	0%	3%	-6	1%	5%	7%	3%	-6
O=C(Nc1ccc2c(c1)OCO2)N1CCN(c2ncc(C(F)(F)F)cc2Cl)CC1	-2%	/	4%	-10%	-2%	1	-8%	-2%	7%	11%	-12
COc1ccc(C(=O)NCCN2CCCC2)cc1[N+](=O)[O-]	1%	-11%	0%	2%	6%	3	-2%	18%	16%	1%	2
COCCOC(=O)C1=C(C)OC(N)=C(C#N)C1c1cc2cccc(C)c2nc1Cl (configuration not stated)	-5%	-5%	1%	-3%	5%	-4	11%	?	1%	?	46
CCOc1ccc(Br)cc1S(=O)(=O)NCc1ccncc1	2%	0%	0%	-2%	11%	0	2%	7%	-1%	-9%	8
